TNAP activators: human TNAP enzyme activators, primary screen, biochemical, luminescent, no phosphate acceptor, uHTS (AID 1001); Alkaline phosphatase, tissue-nonspecific isozyme (Homo sapiens); purified TNAP, luminescent activation assay, no phosphate acceptor; higher activation fold means a stronger effect; activation fold at 20 µM; hits with a dose series show EC50 in µM; hit rate 0.03% among 200,000; in the data active means activation fold from about 3, or a potency from the dose series; inactive means the rest, 99 in 100 with activation fold below about 1.6; further: many of its hits are not listed in these tables
Insulin prom up: insulin promoter activators in MIN6 cells, imaging, high-content screening, mouse beta cells; MIN6 insulin promoter-GFP reporter; hits give high values; z-score at 5 µM; hit rate 0.3% among 190,000;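 active means z-score above 3 at 5 µM with at least 500 cells counted in the well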
MT stabilizer: microtubule stabilizers in HeLa cells, primary screen, imaging, high-content imaging. HeLa tubulin immunostaining HCS, 24 h; share of cells brighter than vehicle mean+2SD. % tubulin-high responders, % at 10 µM. AID 2205, 2009. hit rate 0.83% among 200,000;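 active means plate Z-score above 3 for both tubulin-high and condensed-nucleus cell shares, with cell loss under 80%, at 10 µM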;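 further: anti alpha tubulin signal scored within the nucleus-defined area of each cell; some results filed as inactive read as strong as hits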
PMI inhibitors: inhibitors of human PMI, primary screen, biochemical, fluorescence intensity, coupled assay (AID 1209); Mannose-6-phosphate isomerase (Homo sapiens); purified PMI enzyme, coupled fluorescence intensity; higher % means a stronger effect; inhibition, % at 20 µM; hits with a dose series show IC50 in µM; hit rate 0.42% among 190,000; in the data active means inhibition above about 50%;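 further: plate controls were DMSO vehicle for no effect and wells lacking substrate for full effect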
T cell HTS: modulators of CD8 T cell-vesicle binding, primary screen, mouse 2C CD8+ T cells, flow cytometry; 2C CD8+ T cell-vesicle binding; hits give low values; calls only at 7 µM; hit rate 0.068% among 330,000;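 active means response, share of CD8 T cells binding vesicles, and their 90th percentile fluorescence all below set limits, cut at about 80% in these data, passing the limit was not always enough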
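Material: murine 2C transgenic CD8+ T lymphocytes / Also added: QL9-peptide-loaded Drosophila micro-vesicles bearing Ld, ICAM-1 and B7-1 / Schedule: binding step 1.5 h, 37 °C, antibody labelling 20 min, ice / Signal: flow cytometry, PE anti-B7-1 (FL2) versus Alexa647 anti-CD8 (FL8), PFA-fixed / Evaluation: percent CD8+ FL2 mean versus row control / Benchmarks: naked versus QL9-loaded vesicles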
Myeloid diff 2: induction of myeloid progenitor differentiation, primary screen, cell-based, flow cytometry, MLPCN library. AID 624256, 2012. calls only at 10 µM. ER-HoxA9 myeloid progenitors, lysozyme-GFP differentiation. hit rate 1% among 360,000;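 active means normalized GFP-positive differentiation at or above the plate's own cutoff, the solvent-only control mean plus 3 SD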;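 further: cells exposed to compound for four days before flow analysis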
bCat nuc transl: modulators of beta-catenin nuclear translocation, primary screen, imaging, HeLa cells, immunofluorescence, high-content; nuclear translocation activity, % at 5 µM; hit rate 0.3% among 190,000; AID 1665, 2009;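 active means nuclear translocation activity above 50% at 5 µM, with a well cell count of 50 or more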;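 further: per-cell ratio of nuclear to cytoplasmic median beta-catenin stain intensity; plate controls were DMSO negative control for no effect and GSK-3 inhibitor IX positive control for full effect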
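Technique: fluorescence imaging of beta-catenin antibody stain plus DAPI / Material: human HeLa cell line / Incubation: compound treatment 24 h, 37°C, 5% CO2 / Read-out basis: % activation of per-cell nuclear versus cytoplasmic median beta-catenin signal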
Hep lipid drop: inhibitors of hepatocyte lipid droplet formation, primary screen, imaging, high-throughput imaging, BODIPY stain; inhibition, % at 6.5 µM; AML12 mouse hepatocytes, oleate lipid droplets; hit rate 0.4% among 240,000;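 active means lipid droplet intensity inhibited by at least 50%, with more than 500 cells counted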
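material = mouse AML12 hepatocyte cell line, fixed after treatment | also added = 100 µM oleic acid challenge | doses = compound at 6.5 µM only | schedule = overnight exposure | technique = Image-based BODIPY and DAPI two-channel analysis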
Dynein cargo inh: inhibitors of GR-EGFP nuclear translocation, primary screen, dynein cargo transport inhibitor project, imaging, high-content, 3617.4 mouse cells | test concentration mostly 20 µM; stimulated with dexamethasone, 1 µM; hits give low values | z-score, hits read low | hit rate 0.47% among 220,000 | AID 1381, 2008;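 active means plate z-score of nuclear minus cytoplasmic receptor signal below a set negative limit, without overly bright fluorescence or cell loss, cut at about -3.5 in these data, passing the limit was not always enough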;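 further: z-score of nuclear minus cytoplasmic ring GR-EGFP intensity difference per well; some compounds called inactive have numbers as strong as hits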
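Also added: dexamethasone, 1.0 µM final. Medium: tet-free, stripped-serum medium. Detection: fixed, Hoechst-stained cells imaged at 10x for EGFP. Read-out: nuclear-to-cytoplasmic GR-EGFP distribution per well. Times: induction 48 h, compound 1 h, agonist 30 min.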
Dynein cargo inh cytoplasmic EGFP: second read-out of Dynein cargo inh, no call of its own (marks repeat the call); z-score; measured here: cytoplasmic GR-EGFP intensity; hits give high values
Dynein cargo inh nuclear GR-EGFP: further read-out of Dynein cargo inh, marked with its call; z-score; measured here: nuclear GR-EGFP intensity;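 lower value marks the stronger effect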
Dynein cargo inh cell count: recorded beside Dynein cargo inh, whose call it bears; z-score; measured here: cell count per field
Insulin prom up cell count: further read-out of Insulin prom up, marked with its call; cell count; measured here: cytotoxicity, nuclei count;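 total cells summed across four imaged fields per well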
Hep lipid drop cells 6.5 µM: second read-out of Hep lipid drop, no call of its own (marks repeat the call); cell count; measured here: cell count, cytotoxicity flag;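 cells counted across two imaged fields per well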
bCat nuc transl cell count 5 µM: also measured in bCat nuc transl; calls as there; cell count; measured here: cell count, cytotoxicity flag
T cell HTS vesicle-bound %: recorded beside T cell HTS, whose call it bears; double positive events, %; measured here: CD8+ vesicle-bound cell fraction;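 binding gate set so that unloaded-vesicle control wells show 10% double positive cells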
MT stabilizer Hoechst-high %: further read-out of MT stabilizer, marked with its call; % Hoechst-high responders; measured here: nuclear condensation Hoechst responders;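 share of cells brighter than vehicle mean plus two SD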
MT stabilizer cytotoxicity %: further read-out of MT stabilizer, marked with its call; toxicity, %; measured here: cytotoxicity by cell density;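 0% = mean cell density of plate MIN control wells and 100% = no cells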
Myeloid diff 2 GFP+ MAC1+ %: recorded beside Myeloid diff 2, whose call it bears; GFP+ MAC1+ double positive, %; measured here: differentiation confirmed by MAC1 staining
Numbers without * were called inactive; i = inactive; / = no result given.

SMILES | TNAP activators | Insulin prom up | Insulin prom up cell count | MT stabilizer | MT stabilizer Hoechst-high % | MT stabilizer cytotoxicity % | PMI inhibitors | T cell HTS | T cell HTS vesicle-bound % | Myeloid diff 2 | Myeloid diff 2 GFP+ MAC1+ % | bCat nuc transl | bCat nuc transl cell count 5 µM | Hep lipid drop | Hep lipid drop cells 6.5 µM | Dynein cargo inh | Dynein cargo inh cytoplasmic EGFP | Dynein cargo inh nuclear GR-EGFP | Dynein cargo inh cell count
CC(C)c1cc(CN2CCN(C3CCCC3)C(CCO)C2)[nH]n1 (stereo not drawn) | 1.1 | 0.87 | 1397 | 7.3 | 1.6 | 5.1 | -4% | i | 24 | i | 0.5 | -0.7 | 1550 | 2 | 690 | 0.27 | -0.32 | 0.066 | -0.0093
Cc1ccc(S(N)(=O)=O)c(C)c1N1CCCC1=O | 1 | 0.78 | 1408 | 2.9 | 1.8 | 11 | -6% | i | 29 | i | 0.2 | -0.9 | 1025 | 1 | 655 | -0.3 | -0.32 | -0.3 | 0.89
COc1ccccc1NC(=O)N1CCCC1C(=O)Nc1ccc2c(c1)OCCO2 (stereo not drawn) | 1.1 | -0.06 | 1517 | 3.1 | 1.6 | 1.6 | 2% | i | 56 | i | 0.2 | 0.7 | 1462 | 30 | 640 | -0.45 | 0.042 | -0.19 | 0.51
CCCn1c(SCc2ccon2)nc2ccccc2c1=O | 1 | -0.59 | 1165 | 1.7 | 1.5 | 7.3 | -6% | i | 59 | i | 1.1 | / | / | 0 | 735 | 0.81 | -0.098 | 0.77 | -0.41
Cc1ccnc(N2CCC(C(=O)NNC(=O)COc3cccc4ccccc34)CC2)n1 | 1.3 | 0.87 | 1204 | 4.5 | 3.3 | 5.7 | 12% | i | 60 | i | 0.4 | / | / | -27 | 595 | -0.54 | -0.18 | -0.46 | 0.0077
CC(=O)c1ccc2c3c(cccc13)CC2 | 1 | -0.25 | 1943 | 3.4 | 2.4 | 0.7 | 6% | i | 40 | i | 0.4 | -1.8 | 1078 | 16 | 639 | -0.41 | -0.18 | 0.01 | -0.13
COc1ccccc1NC(=S)N1CCC(c2nc3ccccc3o2)CC1 | 1.1 | 0.31 | 1264 | 3.7 | 1.2 | 7.5 | 2% | i | 56 | i | 0.2 | -3.1 | 1114 | -2 | 734 | -0.83 | -0.24 | -0.42 | 0.45
CCN(CC)CCOC(=O)c1c(C)oc2ccc(OC)cc12 | 1.1 | -0.19 | 1061 | 5.3 | 3.4 | 7.1 | -4% | i | 5 | i | 0.8 | -1.0 | 1108 | / | / | 2.2 | -0.11 | 1.1 | -1.8
O=C(N/N=C/C=C\c1cccc([N+](=O)[O-])c1)c1cccnc1 | / | 0.03 | 1057 | / | / | / | / | i | 29 | i | 0.8 | 1.4 | 1296 | -8 | 716 | -0.65 | -0.25 | 0.3 | -0.66
CC(=O)Nc1ccc(S(=O)(=O)N2CCCc3ccccc32)cc1 | 1.1 | / | / | 30 | 2.9 | 78 | 22% | i | 43 | i | 9.8 | / | / | 0 | 713 | 0.037 | -0.25 | 0.0063 | -0.41
Cc1cc(C)n(C(=O)c2cc3sccc3[nH]2)n1 | 1.1 | 0.04 | 868 | 3.6 | 2.3 | 16 | 9% | i | 33 | i | 6.7 | 2.1 | 1216 | 13 | 786 | 0.69 | -0.15 | 0.53 | 0.21
CCOC(=O)c1sc(NC(=O)Nc2cccc(Cl)c2)cc1C | 1.1 | / | / | 4.5 | 5.6 | 31 | 22% | i | 8 | i | 0.4 | 1.4 | 900 | -37 | 402 | -0.29 | -0.3 | -0.31 | -0.2
CCOC(=O)c1ccc(N2CN=C3SCC(=O)N3C2)cc1 | 1.1 | -0.24 | 1282 | 3.5 | 2.6 | 9.0 | -3% | i | 52 | i | 2.4 | -5.7 | 936 | / | / | -0.47 | -0.26 | -0.07 | 0.41
O=C1ON=C(c2ccccc2)/C1=C\c1ccco1 | / | 0.8 | 1353 | / | / | / | / | i | 25 | i | 0.3 | -0.4 | 1160 | 4 | 731 | -4.4* | 0.75* | -2.2* | -0.36*
CCS(=O)(=O)Nc1ccc(-c2nnc(SCC(=O)c3ccc(NC(C)=O)c(OC)c3)o2)cc1 | 1.1 | 0.41 | 1076 | 1.8 | 2.7 | 9.3 | 10% | i | 30 | i | 0.4 | -5.2 | 924 | / | / | 1.3 | -0.12 | 0.77 | -0.86
Cc1ncc(CN2CCCC(CCC(=O)NCc3ccccc3F)C2)s1 (stereo not drawn) | 1.1 | / | / | 2.7 | 2.3 | 0.7 | 6% | i | 63 | i | 0.1 | 0.2 | 1587 | 0 | 638 | -1 | -0.18 | -0.56 | -0.48
O=C1CSC(c2cccnc2)N1C1CCCCC1 (stereo not drawn) | 1.1 | -0.32 | 1557 | 4.1 | 2.0 | 10 | -16% | i | 13 | i | 0.7 | 0.1 | 1313 | / | / | -0.59 | -0.2 | 0.0089 | -0.14
CCNC(=S)Nc1ccc2cn[nH]c2c1 | 1.1 | / | / | 2.7 | 2.7 | 7.8 | 16% | i | 8 | i | 0.9 | -1.1 | 977 | 1 | 583 | -0.37 | -0.23 | -0.35 | 0.44
O=C(CSc1nc2cccnc2n1Cc1ccccc1)N1CCCC1 | 1 | 0.94 | 1603 | 3.1 | 1.8 | 3.6 | 6% | i | 15 | i | 0.5 | 0.5 | 1252 | / | / | 0.17 | -0.26 | -0.85 | 1.5
c1ccc(Nc2c(-c3ccco3)nc3ccccn23)cc1 | 1.2 | -0.56 | 1243 | 3.4 | 3.4 | 11 | 2% | i | 56 | i | 1.1 | / | / | -16 | 701 | -0.35 | -0.33 | -0.64 | 0.71
NC(=O)c1ccc(CN2CCC(Cc3ccccc3)CC2)cc1 | 1.1 | 0.05 | 1479 | 2.4 | 1.2 | 10 | -3% | i | 49 | i | 0.2 | -0.2 | 1522 | 8 | 683 | 0.75 | -0.0087 | 0.95 | -1.4
CCCOC(=O)c1ccc(Nc2nc(C)cc(=O)[nH]2)cc1 | 1.1 | -0.54 | 1529 | 2.0 | 2.1 | 9.6 | 2% | i | 45 | i | 0.7 | -2.5 | 1023 | / | / | -1 | -0.19 | 0.3 | 1
Cc1nc2cc(F)ccc2n1C1CCN(C(=O)c2c(F)cccc2F)CC1 | 1.1 | -0.5 | 819 | 2.0 | 1.0 | 1.1 | -3% | i | 40 | i | 0.2 | 0.1 | 1004 | 3 | 698 | -1.1 | -0.22 | -0.6 | 0.92
CN(/C(=N/S(=O)(=O)c1cccs1)c1ccccc1)c1ccc(O)cc1 | 1.1 | -0.67 | 1210 | 5.9 | 2.0 | 1.9 | 0% | i | 2 | i | 0.4 | -4.2 | 1122 | -14 | 659 | 1.7 | -0.2 | 0.87 | -1.4
CCCN1CCN(c2ccc(S(N)(=O)=O)cc2[N+](=O)[O-])CC1 | 1 | 0.21 | 1293 | 2.9 | 2.7 | 11 | 4% | i | 50 | i | 1.0 | -1.1 | 1085 | -3 | 690 | -0.66 | -0.21 | 0.039 | 0.48
CCCc1nnc(NC(=O)c2cc(OC)cc(OC)c2)s1 | 1.1 | 1.2 | 992 | 3.6 | 2.8 | 7.3 | -1% | i | 51 | i | 1.0 | -2.3 | 878 | / | / | 0.38 | -0.11 | 0.78 | 0.29
O=C(Cn1c2ccc(F)cc2c2nc3n(c(=O)c21)CCS3)Nc1ccccc1C(F)(F)F | 1 | -0.19 | 951 | 3.6 | 1.3 | 6.5 | -13% | i | 44 | i | 0.3 | -3.2 | 987 | -1 | 700 | -2.7 | 3.1 | -0.92 | -4.5
CCOC(=O)C1=C(C)Nc2ccccc2N=C1NC(=O)c1cccc(S(=O)(=O)NCc2ccccc2)c1 | 1.1 | -0.21 | 843 | 2.4 | 0.9 | 6.7 | -8% | i | 30 | i | 1.3 | -0.9 | 1179 | -4 | 733 | 3.5 | 0.31 | 2.8 | -2.7

Arranged by value in Dynein cargo inh nuclear GR-EGFP (lowest first): 3 of the compounds above
smiles	TNAP activators	MT stabilizer Hoechst-high %	PMI inhibitors	T cell HTS	T cell HTS vesicle-bound %	Myeloid diff 2 GFP+ MAC1+ %	Dynein cargo inh	Dynein cargo inh cytoplasmic EGFP	Dynein cargo inh nuclear GR-EGFP	Dynein cargo inh cell count
O=C1ON=C(c2ccccc2)/C1=C\c1ccco1	/	/	/	i	25	0.3	-4.4*	0.75*	-2.2*	-0.36*
O=C(Cn1c2ccc(F)cc2c2nc3n(c(=O)c21)CCS3)Nc1ccccc1C(F)(F)F	1	1.3	-13%	i	44	0.3	-2.7	3.1	-0.92	-4.5
COc1ccccc1NC(=O)N1CCCC1C(=O)Nc1ccc2c(c1)OCCO2 (stereo not drawn)	1.1	1.6	2%	i	56	0.2	-0.45	0.042	-0.19	0.51

Screening data deposited in PubChem by several laboratories.
